Bioassay records as filed in PubChem.
p53null 32C kill: qHTS Screen for Compounds that Selectively Target Cancer Cells with p53 Mutations: Cytotoxicity of p53 Null Cells at the Permissive Temperature; H1299-neo p53 null cells, ATP luminescence, 24 h, 32C; Potency, µM (top dose mostly 46.1 µM), for the others: at the highest dose activity change, negative = cytotoxicity, usual class: cytotoxic; hit rate 0.62% among 55,000; AID 903, 2007;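 further: potency means the concentration at half of the fitted maximal effect; 0% = DMSO only and -100% = full killing by 100 µM tamoxifen; nearly all actives have a fitted effect of over 55% in size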
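AC50 values derive from Hill modelling of qHTS concentration-response data (up to 46 uM) in H1299-neo cells. Cells were treated 24 h at 32C following overnight attachment at 37C; viability was read as cellular ATP.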
GALK inh: qHTS Assay for Inhibitors of Human Galactokinase (GALK): NCGC Sytravon Library Screen | recombinant GALK, Kinase-Glo ATP luminescence, 1 h | Potency, µM (doses to about 57.5 µM), for the others: top-dose activity, negative = inhibition, hits mostly inhibitors | 44,000 tested, under 10 active | AID 1347072, 2019;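 further: plate controls were full GALK reaction for no effect and reaction lacking GALK for full effect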
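5 nM GALK; 35 uM ATP; 100 uM D-galactose; 20 mM HEPES pH 8.0, 5 mM MgCl2, 60 mM NaCl, 1 mM DTT, 0.01% BSA; 1 h RT; Kinase-Glo Plus luminescence.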
FH mod: Identification of activators of human fumarate hydratase by quantitative high-throughput screening. hit rate 0.22% among 54,000. Potency, µM (doses to about 79.9 µM), for inactives: top-dose activity change, negative = inhibition, most hits filed as inhibitors. AID 1347055, 2019. FH coupled MDH/diaphorase resazurin fluorescence, 15 min. Fumarate hydratase, mitochondrial (Homo sapiens), P07954; further: potency means the concentration at half of the fitted maximal effect; on the % scale 0 is the no-effect control and ±100 the full control effect; the screen sought activators but most active calls are inhibition curves; nearly all actives have a fitted effect of over 45% in size
B2AR arrestin ag: qHTS assay of beta-arrestin-biased ligands of beta2-adrenergic receptor: NCGC Sytravon Library Screen; Beta-2 adrenergic receptor (Homo sapiens), P07550; HTLA Tango cells, beta-arrestin recruitment, luciferase luminescence, 18 h; Potency, µM (titrated, usually from 46.1 µM), without a hit: at the top dose activation, most hits filed as activators; 44,000 tested, under 10 active;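 further: potency means the concentration at half of the fitted maximal effect; 0% = DMSO and full agonism = EC100 isoproterenol or metaproterenol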
Target sequence (P07550 whole entry, looked up): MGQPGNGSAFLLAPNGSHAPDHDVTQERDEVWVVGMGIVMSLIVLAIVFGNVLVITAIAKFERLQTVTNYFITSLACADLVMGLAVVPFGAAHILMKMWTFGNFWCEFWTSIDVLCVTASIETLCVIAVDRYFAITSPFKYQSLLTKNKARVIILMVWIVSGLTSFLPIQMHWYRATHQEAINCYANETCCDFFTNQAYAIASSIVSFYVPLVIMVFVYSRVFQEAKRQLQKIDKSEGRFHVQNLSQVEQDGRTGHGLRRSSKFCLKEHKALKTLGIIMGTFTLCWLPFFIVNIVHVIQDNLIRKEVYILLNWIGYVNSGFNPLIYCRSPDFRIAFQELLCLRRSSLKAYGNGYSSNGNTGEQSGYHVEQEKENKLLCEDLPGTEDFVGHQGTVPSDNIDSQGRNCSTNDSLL
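Tango cells expressing recombinant beta2-AR and beta-arrestin were treated with compounds (up to 46 microM titration) in DMEM with 1% FBS for 18 hr at 37 degrees C. Beta-arrestin recruitment drove tTA-dependent luciferase, read by luminescence; curves were fitted and classed.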
NTMT1 inhibitor: Primary qHTS for Inhibitors of N-terminal methyltransferase 1 (NTMT1): MTaseGlo Assay. N-terminal Xaa-Pro-Lys N-methyltransferase 1 (Homo sapiens), Q9BV86. NTMT1 MTase-Glo SAH luminescence, purified enzyme. Potency, µM (top dose mostly 114 µM), for inactives: at the highest dose activity change, negative = inhibition, usual class: inhibitors. hit rate 2.5% among 59,000;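 further: potency means the concentration at half of the fitted maximal effect; plate controls were DMSO vehicle for no effect and no enzyme for full effect; nearly all actives have a fitted effect of over 65% in size; many of its hits are not listed in these tables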
Target sequence (Q9BV86 whole entry, looked up): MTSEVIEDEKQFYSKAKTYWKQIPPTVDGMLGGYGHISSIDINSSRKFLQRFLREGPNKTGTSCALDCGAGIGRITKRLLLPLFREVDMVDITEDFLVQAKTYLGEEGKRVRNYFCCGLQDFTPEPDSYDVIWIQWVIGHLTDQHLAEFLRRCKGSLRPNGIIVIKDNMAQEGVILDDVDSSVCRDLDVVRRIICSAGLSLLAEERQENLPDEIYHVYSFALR
PTAP-TSG101 blk: qHTS Validation Assay for Inhibitors of HIV-1 Budding by Blocking the Interaction of PTAP/TSG101: Sytravon Library Screen; Tumor susceptibility gene 101 protein (Homo sapiens), Q99816; Fluorescence polarization, FITC-PTAP peptide/Tsg101, 20 min; Potency, µM (doses to about 115 µM), inactives show top-dose activity change, negative = inhibition, most hits filed as inhibitors; 44,000 tested, under 10 active; AID 1347069, 2019; further: potency means the concentration at half of the fitted maximal effect; 0% is about no effect
Target sequence (Q99816 whole entry, looked up): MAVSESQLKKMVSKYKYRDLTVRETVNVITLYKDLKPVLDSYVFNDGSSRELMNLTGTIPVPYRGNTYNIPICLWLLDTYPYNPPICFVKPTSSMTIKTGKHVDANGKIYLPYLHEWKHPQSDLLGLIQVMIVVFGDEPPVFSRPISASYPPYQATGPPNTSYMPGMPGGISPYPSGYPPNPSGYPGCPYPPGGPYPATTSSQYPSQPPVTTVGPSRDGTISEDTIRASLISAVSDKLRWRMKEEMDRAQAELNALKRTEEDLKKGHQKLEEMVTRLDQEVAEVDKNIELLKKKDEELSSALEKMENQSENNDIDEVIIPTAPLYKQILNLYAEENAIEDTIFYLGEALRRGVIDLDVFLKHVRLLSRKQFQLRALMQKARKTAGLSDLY
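Fluorescence polarization binding of Tsg101 binding domain (10 uM final) to FITC-labeled PTAP-motif peptide (50 nM final) in HEPES pH 7.5/NaCl/Tween 20/EDTA/TCEP buffer; 20 min at r.t. Actives by curve class, <25 µM, efficacy <60% inhibition.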
p53null 39C kill: qHTS Screen for Compounds that Selectively Target Cancer Cells with p53 Mutations: Cytotoxicity of p53 Null Cells at the Nonpermissive Temperature. H1299 p53-null (neo) cells, 39C, ATPlite viability, 24 h. Potency, µM (highest dose often 46.1 µM), for inactives: top-dose activity, negative = cell killing, actives largely listed as cytotoxic. hit rate 0.97% among 55,000;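 further: potency means the concentration at half of the fitted maximal effect; 0% = DMSO only and -100% = full killing by 100 µM tamoxifen; nearly all actives have a fitted effect of over 50% in size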
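Luminescent ATP signal reported cell survival after H1299 lines (neo, p53 null; or p53 A138V) received up to 46 uM compound and 24 hr incubation at 39C.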
An asterisk follows results filed as active; ? = inconclusive; . = not tested or not shown; [ ] = dose if it differs, or a comment. The call rests on the fitted dose curve; in most records, active means well fitted curve in the direction sought with a large enough effect; inconclusive means small, poorly fitted or top-dose-only effect, or another doubt; inactive means no such curve, though single readings can be large; an effect the other way counts as inactive or inconclusive. These rows are one share of the data, so the mix of outcomes need not match the whole.

Under each structure – NTMT1 inhibitor | PTAP-TSG101 blk | FH mod | B2AR arrestin ag | p53null 32C kill | p53null 39C kill | GALK inh
> COc1cccc(CNCc2c(C(=O)O)n(Cc3ccc(C)cc3)c3cc(C)ccc23)c1OC
→ -2.7% | -0.5% | ? | 0.0% | -5.0% | ? | 3.5%
> CC(C)CN(CCNC(=O)c1cc(=O)[nH]c2ccc(S(=O)(=O)N3CCCCCC3)cc12)CC(C)C
→ 12.9% | -0.3% | -1.2% | -0.7% | -1.8% | -4.0% | -0.9%
> COc1ccc(-n2ncc(C(=O)Nc3ccc4c(c3)OCCO4)c2C2CCN(C(=O)OC(C)(C)C)CC2)cc1
→ 4.8% | -11.5% | -17.5% | 0.0% | 24.5% | 34.2%[activator] | 1.5%
> Cc1cccc(-c2nn3c(=O)cc(CN4CCN(S(=O)(=O)c5ccc(Cl)cc5)CC4)nc3s2)c1
→ -4.1% | -1.0% | 25.6% | 1.7% | -6.2% | -7.9% | -8.8%
> CCOC(=O)c1cc(S(=O)(=O)N2CCN(c3ccc(OC)cc3)CC2)[nH]n1
→ -4.2% | -6.6% | -2.1% | 0.1% | -12.4% | ? | -0.3%
> COc1ccc(C2Nc3ccccc3-c3nnc(SC)nc3O2)cc1C (centres undefined)
→ 4.3% | 1.1% | 3.0% | -1.9% | -8.9% | 0.8% | 1.1%
> CCCCn1c(=O)nc2n(-c3ccc(F)cc3)c3ccccc3cc-2c1=O
→ -25.9% | 0.5% | -2.5% | 5.1% | 1.9% | 8.4% | -21.7%
> CCOC(=O)c1ccc(N2CCN(c3ccccc3F)CC2)c(NC(=O)Nc2ccc(Cl)c(Cl)c2)c1
→ . | -1.7% | . | 0.2% | -2.3% | 13.5% | 0.9%
> O=C(Nc1ccc2c(c1)N(C1CCCC1)C(=O)c1ccccc1S2)c1ccccc1F
→ -12.4% | 3.3% | -26.5% | 0.8% | -12.7% | 19.6% | -1.7%
> Cc1cn(C)c(CC(=O)Nc2ccc(F)cc2Cl)c1C(=O)O
→ 11.0% | -10.4% | 6.8% | -2.5% | -3.3% | 13.7% | -2.3%
> CCCNc1ncnc2c1c(-c1ccccc1)cn2-c1ccccc1
→ -8.8% | -3.5% | -26.1% | 0.1% | 9.1% | 22.9% | 1.7%
> Cn1c(=O)oc2cc(S(=O)(=O)N3CCCC(C(=O)N4CCN(c5ccccc5F)CC4)C3)ccc21 (centres undefined)
→ 3.2% | 1.0% | -11.6% | 0.6% | -4.7% | -2.2% | 4.2%
> Cc1ccc(NC(=O)c2cc(S(=O)(=O)N3CCCC(C)C3)cn2C)c(Br)c1 (centres undefined)
→ 2.3% | 0.6% | -1.4% | 0.9% | -8.8% | -7.1% | 0.1%
> COc1ccc(C(CC(=O)NCc2ccc(Cl)cc2)N2Cc3ccccc3C2=O)cc1OC (centres undefined)
→ 8.2% | 2.1% | -9.6% | ? | 8.6% | 5.3% | -0.2%
> Cc1ccc(C)c(NC(=O)C2CCCN(S(=O)(=O)c3cn(C)cn3)C2)c1 (centres undefined)
→ -5.7% | -1.6% | -0.1% | 0.4% | 2.3% | 0.1% | 0.6%
> CCc1cccc(CC)c1NC(=O)CCS(=O)(=O)c1ccc2c(c1)CCN2C(C)=O
→ 0.0% | -0.3% | -36.4% | 0.5% | 5.3% | 15.0% | 7.9%
> Cc1sc2ncn(CC(=O)N3CCN(c4cccc(Cl)c4)CC3)c(=O)c2c1S(=O)(=O)N1CCC(C)CC1
→ 1.5% | 4.4% | -33.5% | -0.1% | 19.9% | -0.8% | 5.5%
> Cc1cccc(C(=O)Nc2nc(-c3ccc(Br)cc3)ns2)c1
→ 27.3% | -6.0% | -0.6% | -4.5% | -5.9% | -27.4% | -0.4%
> Cc1ccc2c(c1)N(C(=O)N1CCC(C(=O)NC3CCCCCC3)CC1)CCO2
→ -2.1% | -1.3% | 6.0% | -1.0% | -0.8% | 9.9% | 0.0%
> COc1cc(C(=O)Oc2c(Sc3ccc(C)cc3)c(C)nn2-c2ccccc2)cc(OC)c1OC
→ 4.3% | 0.8% | -12.1% | ? | -2.6% | 3.3% | 0.0%
> CCN(CC)CCNC(=O)C1CCN(c2nn3cc(-c4ccc(F)cc4)nc3s2)CC1
→ ? | 2.1% | 4.1% | -0.8% | -21.7% | -18.0% | 0.3%
> COc1cc2nc(SCC(=O)Nc3c(C)cc(C)cc3C)n3nc(CCn4c(C)nc5ccccc54)nc3c2cc1OC
→ 3.8% | 5.8% | 0.7% | 0.9% | 7.5% | -9.2% | 0.6%
> COC(=O)c1ccc(NC(=O)c2cc3cc(C)ccc3n2C)cc1
→ -0.7% | -0.9% | 3.0% | -4.0% | -7.6% | 4.3% | -5.6%
> COCCNC(=O)c1ccc2c(c1)NC(=O)C(CS(=O)(=O)Cc1ccc(F)cc1Cl)N2 (centres undefined)
→ -1.1% | 4.2% | -14.1% | -0.6% | -3.0% | 13.0% | -7.8%
> COc1cc(OC)cc(N2CCN(S(=O)(=O)c3ccc(-n4cnnn4)cc3)CC2)c1
→ 1.1% | -4.4% | 7.3% | -1.1% | -1.6% | -9.4% | -11.5%
> CC(C)(C)c1ccc(C(=O)NCC(c2cccs2)S(=O)(=O)c2ccc(F)cc2)cc1 (centres undefined)
→ 6.9% | 0.5% | ? | -0.7% | 6.2% | 33.4%[activator] | 1.5%
> CCC(C(=O)Nc1cc(F)ccc1F)n1nc(-c2cc(C)ccc2C)ccc1=O (centres undefined)
→ 3.7% | -2.1% | -16.4% | 0.7% | 9.1% | 0.5% | -1.8%
> COCCn1c(C)cc(O)c(C(c2ccc(OC)cc2)N2CCCCC2)c1=O (centres undefined)
→ -27.9% | -9.6% | 10.3% | -0.7% | -1.9% | -4.9% | -0.1%
> COc1cc2[nH]c(=O)n(Cc3ccc(C(=O)N4CCN(c5ccc(Cl)cc5)CC4)cc3)c(=O)c2cc1OC
→ 8.6% | -9.3% | -12.1% | -1.1% | 21.9% | 25.9% | -0.2%
> CCOC(=O)N1CCc2c(sc(NCc3sccc3C)c2C(=O)Nc2ccc(OC)cc2OC)C1
→ 5.9% | -0.5% | -11.8% | -1.0% | 4.0% | -3.2% | -3.2%
> O=C(CSc1cn(CC(=O)N2CCCC2)c2ccccc12)Nc1cc(C(F)(F)F)ccc1Cl
→ 19.5% | 0.1% | -14.2% | -0.5% | -7.6% | 3.9% | 0.0%
> c1ccc(CNc2ncnc3[nH]ncc23)cc1
→ ? | -5.6% | -12.5% | 0.6% | 2.1% | 18.8% | -1.8%
> COc1ccc2c(c1)c1c(c(=O)n(-c3ccccc3)c(=O)n1CC(=O)NCCC1=CCCCC1)n2C
→ 6.7% | 3.4% | 6.8% | 0.1% | -9.8% | 9.8% | 0.9%
> CN(c1ccccc1)S(=O)(=O)c1ccc(NC(=O)c2cc(=O)c3ccccc3o2)cc1
→ 1.9% | -2.7% | -26.2% | 0.1% | -1.9% | -13.0% | -0.7%
> CC1CCC(NC(=O)c2ccc(CSc3nc4ccncc4n3Cc3ccc(F)cc3)cc2)CC1 (centres undefined)
→ 1.6% | 3.6% | ? | -1.2% | 19.0% | 23.0% | 0.4%
> CN(C)c1ccc(C(CNC(=O)c2cccc(C(F)(F)F)c2)N2CCCC2)cc1 (centres undefined)
→ -14.1% | 1.4% | -1.2% | 1.3% | -2.9% | -13.2% | -1.7%
> COc1ccc(-c2noc(-c3nnn(-c4ccc(C)cc4C)c3C)n2)cc1
→ 8.3% | -4.8% | -8.4% | 3.0% | 3.5% | 13.3% | -0.4%
> CCN(C(=O)Cn1nc(Cc2cccnc2)c2ccccc2c1=O)c1ccccc1F
→ 2.6% | -3.2% | 8.9% | 0.8% | ? | -9.8% | 5.2%
> O=C1CC(c2c(Cl)cccc2Cl)c2c(ccc3ccccc23)N1 (centres undefined)
→ -21.2% | -9.5% | ? | -1.7% | 32.6%[activator] | -23.3% | 0.6%
> Cc1ccc(C(=O)c2oc3ccccc3c2NC(=O)Cc2coc3cc(C)ccc23)cc1
→ ? | -4.6% | -1.5% | -0.6% | -3.9% | -3.1% | -11.7%
> Cc1cc(C)cc(NC(=O)c2sc3nc(-c4cc5ccccc5oc4=O)[nH]c(=O)c3c2C)c1
→ -12.6% | -2.0% | -17.3% | 0.2% | -7.5% | -2.1% | 0.0%
> COc1cccc(CSc2nc3n(n2)C(c2ccccc2C)C(C(=O)Nc2ccccc2OC)=C(C)N3)c1 (centres undefined)
→ 4.8% | 0.4% | -14.5% | -1.7% | -2.4% | 8.8% | -1.0%
> N#Cc1cc2c(=O)n3ccccc3nc2n(-c2nnc(SCc3ccc(F)cc3)s2)c1=O
→ 13.1% | 0.1% | -7.3% | -3.0% | 12.3% | -11.7% | 3.9%
> Cc1ccc(NC(=O)c2nc(S(C)(=O)=O)ncc2N(Cc2ccco2)Cc2cccs2)cc1C
→ 11.3% | -0.3% | -5.3% | -3.2% | 0.6% | 5.8% | 0.0%
> CN(C)C(=O)c1ccc2c(c1)N(CC(=O)NCc1ccccc1Cl)C(=O)C1CCCCN21 (centres undefined)
→ -4.9% | -0.3% | 7.3% | 0.7% | -0.6% | -7.4% | -4.2%
> CCC(C(=O)NCc1ccccc1)n1ncn2c(cc3occc32)c1=O (centres undefined)
→ -4.4% | -1.8% | 2.3% | -2.8% | 0.4% | 10.7% | 4.1%

Pulled one by one from the list above:
Under each structure – NTMT1 inhibitor | PTAP-TSG101 blk | FH mod | B2AR arrestin ag | p53null 32C kill | p53null 39C kill | GALK inh
> CCC(C(=O)NCc1ccccc1)n1ncn2c(cc3occc32)c1=O (centres undefined)
→ -4.4% | -1.8% | 2.3% | -2.8% | 0.4% | 10.7% | 4.1%
> Cc1ccc(NC(=O)c2nc(S(C)(=O)=O)ncc2N(Cc2ccco2)Cc2cccs2)cc1C
→ 11.3% | -0.3% | -5.3% | -3.2% | 0.6% | 5.8% | 0.0%
> N#Cc1cc2c(=O)n3ccccc3nc2n(-c2nnc(SCc3ccc(F)cc3)s2)c1=O
→ 13.1% | 0.1% | -7.3% | -3.0% | 12.3% | -11.7% | 3.9%
> CN(C)C(=O)c1ccc2c(c1)N(CC(=O)NCc1ccccc1Cl)C(=O)C1CCCCN21 (centres undefined)
→ -4.9% | -0.3% | 7.3% | 0.7% | -0.6% | -7.4% | -4.2%
